MgcRacGAP inhibition: MgcRacGAP GTPase-activating activity inhibitors, confirmation, biochemical, ADP Hunter fluorescence; MgcRacGAP-stimulated Rac1 GTP hydrolysis, ADP Hunter fluorescence; higher % means a stronger effect; GST-tagged Rac1 F28L mutant substrate; inhibition, % at 30 µM; hits with a dose series show IC50 in µM; hit rate 0.6% among 340,000;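 active = first-screen hits whose inhibition reached a set limit at any dose in the follow-up dose series; inconclusive = inhibition above the set first-screen limit but never retested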;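 also: fluorescence reports GDP produced by GAP-driven GTP hydrolysis; strong numbers were not always called active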
Salmonella PhoP GFP: PhoP-dependent GFP reporter repression – Salmonella Typhimurium, primary screen (AID 1863); S. Typhimurium PhoP-regulated promoter GFP reporter, 4 h; higher % means a stronger effect; one-dose inhibition, % at 50 µM; IC50 in µM for titrated hits; hit rate 0.16% among 300,000;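 active = inhibition over 29.93%, a cutoff 3 SD above the screen mean, later confirmed by dose response; inconclusive = inhibition over 29.93% but no dose response follow-up; inactive = inhibition at most 29.93% or unconfirmed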;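 also: 0% = low Mg2+ inducing control and 100% = high Mg2+ repressing control; strong numbers were not always called active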
Large T inhibition: SV40 large T antigen inhibitors, biochemical (AID 1903); SV40 large T antigen ATPase/helicase inhibition assay; higher % means a stronger effect; inhibition, % at 20 µM; hits with a dose series show IC50 in µM; hit rate 0.39% among 310,000; in the data active = a potency from the dose series; inconclusive = inhibition mostly from about 32% at the one dose, without a potency; inactive = the rest, 99 in 100 with inhibition below about 32%; also: strong numbers were not always called active
GPR35 antagonists: GPR35 antagonists blocking zaprinast-driven arrestin recruitment, primary screen, imaging, U2OS, beta-arrestin-GFP, zaprinast agonist (AID 2058) | inhibition, % at 10 µM; hits with a dose series show IC50 in µM | hit rate 0.052% among 290,000 | U2OS GPR35 beta-arrestin-GFP translocation imaging, zaprinast antagonism; higher % means a stronger effect;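 active = inhibition of at least 50% with at least 30 cells and total cytoplasm GFP at most 10,000,000; inconclusive = under 30 cells or total GFP of 10,000,000 plus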
NS5 inhibitors: flavivirus cap methylation enzyme inhibition – biochemical, confirmation dose response, primary screen (AID 588689); Dengue-2 NS5 methyltransferase capping enzyme assay, biochemical; higher % means a stronger effect; one-dose inhibition, % at 25 µM; IC50 in µM for titrated hits; hit rate 0.3% among 340,000; in the data active = a potency from the dose series; inconclusive = inhibition above about 29% without an active follow-up result
UTI89 phage lysis: protection from phage-mediated lysis, alamar blue read-out – E. coli UTI89, K1F phage, bacterial capsule biogenesis inhibitors (AID 488966); hit rate 0.02% among 340,000; inhibition, % at 100 µM; hits with a dose series show IC50 in µM; E. coli UTI89 K1F phage lysis, alamar blue, 2 h; higher % means a stronger effect;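 active = phage lysis inhibition, versus mean bacterial control, above a set limit; inconclusive = no clear call, values can overlap the other calls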;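 also: capsule biogenesis inhibitors block K1F phage lysis so surviving cells raise fluorescence; higher fluorescence means more inhibition of phage lysis; actives were called in the ten point dose series up to 300 µM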
GPR55 LPI antagonism: inhibition of LPI-stimulated GPR55 beta-arrestin translocation – imaging, U2OS, beta-arrestin-GFP, LPI agonist, primary screen (AID 2013). U2OS GPR55 beta-arrestin-GFP translocation imaging, LPI antagonism; higher % means a stronger effect. inhibition, % at 10 µM; hits with a dose series show IC50 in µM. hit rate 0.13% among 290,000;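 active = spots per cell inhibited over 60%, with over 100 cells counted and total cytoplasm intensity under 500,000; inconclusive = wells with under 100 cells, flagged as likely toxic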;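 also: U2OS cells stably carrying GPR55 and arrestin-GFP stimulated by 5 µM LPI near EC80; imaged beta-arrestin-GFP aggregate spots per cell after agonist stimulation; plate controls were LPI-stimulated DMSO wells for no effect and DMSO wells without LPI for full effect; some results filed as inactive read as strong as hits; confirmed hits need IC50 under 10 µM and bright autofluorescent wells are also inconclusive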
HIV fusion peptide: inhibitors of HIV fusion peptide binding, primary screen, biochemical, uHTS, fluorescence dequenching (AID 1986). one-dose inhibition, % at 20 µM; IC50 in µM for titrated hits. cell-free peptide binding, fluorescence dequenching, 30 min; higher % means a stronger effect. hit rate 0.3% among 290,000; in the data active = inhibition mostly above about 52%, no sharp cut-off; inactive = mostly below about 76%; also: some results filed as inactive read as strong as hits
RSV antiviral HEp-2: RSV antiviral activity via CPE protection, HEp-2 cells, primary 10 µM value included (AID 2391). HEp-2 cells, RSV-induced CPE inhibition; higher % means a stronger effect. CPE inhibition, % at 10 µM, or IC50 in µM where a hit was titrated. hit rate 0.13% among 310,000; in the data active = a potency from the dose series; inconclusive = CPE inhibition mostly from about 23% at the one dose, without a potency; inactive = the rest, 99 in 100 with CPE inhibition below about 21%; also: strong numbers were not always called active
NS5 inhibitors pilot replicate: also measured in NS5 inhibitors; calls as there; inhibition, %; measured here: pilot screen replicate inhibition
* = called active by the depositor; ? = inconclusive; . = not tested or not shown; [ ] = remark or other dose.

SMILES | MgcRacGAP inhibition | Salmonella PhoP GFP | Large T inhibition | GPR35 antagonists | NS5 inhibitors | UTI89 phage lysis | GPR55 LPI antagonism | HIV fusion peptide | RSV antiviral HEp-2 | others
Cc1ccc(/C=N/N2CCN(c3ccc(Cl)cc3)CC2)o1 | 6% | -3% | 10% | -21% | . | 0.4% | 8% | -2.3% | ?
CC(=O)c1ccc(N2CCN(C(=O)C3CCN(S(=O)(=O)c4ccc5c(c4)CC(C)N5C(C)=O)CC3)CC2)cc1 (configuration not stated) | 15% | 12% | 2% | 5% | 4% | 0.6% | -7% | 0.7% | ?
CC(=O)c1sc(-c2ccc(F)cc2)cc1NS(=O)(=O)c1ccccc1 | 12% | -16% | 11% | -8% | -2% | 0.4% | 10% | -2.3% | 2.7%
O=C(Nc1ccc(Cl)c(S(=O)(=O)N2CCOCC2)c1)c1ccccc1-c1ccc(C(F)(F)F)cc1 | 12% | -7% | 8% | -5% | -6% | 0.7%[50 µM] | 10% | -0.6% | 14%
O=C(NC(=S)NCCN1CCOCC1)c1ccccc1Br | 7% | -7% | 11% | -9% | -2% | 2.5% | 14% | -0.1% | 0.8%
CCCc1nc2sc3ccccc3c(=O)c2c(=O)n1CCOC | . | 10% | 0% | -6% | . | . | 6% | -2.5% | -0.1%
CC(C)CSc1n[nH]c(=S)s1 | 12% | 2% | 18% | -1% | -2% | -0.5% | -6% | -0.3% | 1.0%
Cc1ccc(C(=O)OCC(=O)Nc2ccc3c(c2)OCO3)c(O)c1 | 6% | . | . | . | 2% | 1.0%[50 µM] | . | . | 0.5%
COc1ccc(CNC(=O)C2CCN(c3nccs3)CC2)cc1 | 6% | 11% | 7% | 12% | -11% | -1.1% | 6% | -2.2% | 0.8%
Cc1ccc(CNC(=O)c2cc3cc(Br)ccc3oc2=N)cc1 | 5% | 2% | 21% | -8% | -2% | -0.1% | 16% | 2.3% | 0.9%
COc1ccc(N(CC(=O)NCc2cccs2)S(=O)(=O)c2c(C)n[nH]c2C)cc1 | 3% | 11% | -6% | 19% | 1% | 0.0% | -7% | -0.9% | 1.0%
CCCS(=O)(=O)Nc1c(C(=O)O)[nH]c2ccc(OC)cc12 | 11% | -8% | 31% | 3% | -4% | 0.5% | -4% | -0.8% | 0.6%
O=C(CC1CCCCC1)NCc1nc(-c2ccccc2)no1 | -8% | . | 16% | 12% | -2% | -0.3% | 10% | 0.8% | -1.2%
CC(C)Oc1ccc(S(=O)(=O)N2CCOCC2)cc1NC(=O)CC1OC(=O)c2ccccc21 (configuration not stated) | 5% | 10% | 15% | . | -7% | -0.9% | . | . | -1.2%
CCc1cc2c(=O)c(-c3ccc(F)cc3)c(C(F)(F)F)oc2cc1OCC(=O)O | . | -10% | 0% | -3% | . | . | 3% | 1.6% | -2.0%
CC(C)n1c2ccccc2c2nnc(SCC(=O)OCN3C(=O)c4ccccc4C3=O)nc21 | 8% | -9% | 10% | 4% | 8% | -0.2% | 8% | -1.3% | -0.2%
O=C(OCC(=O)N1CCOCC1)c1ccccc1O | 2% | 1% | 2% | 23% | -1% | 0.6% | 10% | 0.6% | 2.5%
Cc1ccc(S(=O)(=O)N2CCOCC2)cc1C(=O)Nc1nc(-c2cccnc2)cs1 | 1% | -8% | 11% | 10% | -3% | -0.1% | 0% | 0.9% | 3.2%
O=C(c1ccc2c3c(cccc13)CC2)C1CCCN(Cc2ccc(OCCO)cc2)C1 (configuration not stated) | -1% | 0% | 14% | 3% | . | 5.0% | 10% | -0.8% | 1.3%
O=C(Cn1ncc2c(=O)oc3ccccc3c21)NCC1COc2ccccc2O1 (configuration not stated) | -6% | -3% | 0% | 5% | -4% | 5.0% | 6% | 16% | 1.5%
Cn1ccnc1C(=O)C1CCCN(Cc2cn[nH]c2-c2ccc(-c3ccccc3)cc2)C1 (configuration not stated) | 9% | 8% | 5% | 9% | 5% | 0.4% | -4% | -1.0% | 6.4%
Cc1cccc(C(=O)N2CCCC(Nc3ccc(C(C)C)cc3)C2)n1 (configuration not stated) | 4% | -11% | 9% | -11% | -3% | 0.6% | 5% | 0.4% | 1.0%
Cc1nc(Nc2ccc3c(c2)OCCO3)c2nnn(Cc3ccccc3Cl)c2n1 | 3% | -9% | 36% | -8% | -4% | 4.9% | 0% | 5.2% | 2.4%
O=C(CNCC1CCCO1)NCc1ccco1 (configuration not stated) | ? | . | . | 15% | -2% | -0.8% | 4% | -0.7% | 4.7%
CC(=O)Nc1cccc2ncccc12 | 8% | -4% | 7% | 1% | -1% | 1.3%[50 µM] | -8% | 1.6% | 1.6%
Fc1ccc(N2CCN(C(c3cccs3)c3nnnn3CCc3ccccc3)CC2)cc1 (configuration not stated) | -2% | -8% | 0% | -7% | -2% | -1.7% | 5% | -1.4% | 3.4%
COc1ccc(CSc2nncn2N)cc1[N+](=O)[O-] | 3% | 3% | 15% | 10% | -6% | 0.0% | 7% | -3.3% | 0.7%
CN1CC(=O)N(CC(=O)Nc2ccc(N3CCOCC3)cc2)C1=O | 2% | . | . | . | 4% | 0.4%[50 µM] | . | . | 2.5%
COc1ccccc1C(=O)NCCC(=O)N(C)CC(=O)Nc1ccc(N2CCOCC2)cc1 | 12% | -3% | 21% | . | -9% | 1.2%[50 µM] | . | . | -1.3%
N#Cc1ccccc1Cn1c(=O)oc2ccccc21 | 3% | 1% | -3% | 7% | -6% | -1.1% | -17% | -2.3% | 49%
CC1(C(=O)NC(=S)N(CCC#N)c2ccccc2)CC1(Cl)Cl (configuration not stated) | 11% | 4% | 10% | -10% | -9% | 0.3% | 20% | 0.9% | 1.1% | NS5 inhibitors pilot replicate=0.6
CS(=O)(=O)c1nc(S(=O)(=O)c2ccc(Cl)cc2)c(NCCCN2CCOCC2)s1 | 8% | -2% | 6% | -8% | -1% | 0.3% | -6% | 0.7% | 0.5%
O=C(CNC(=O)c1ccc([N+](=O)[O-])cc1)c1ccccc1 | 8% | -5% | 14% | -11% | -2% | -0.1% | -7% | -2.2% | -1.4%
CCCCN(C)C(=O)c1cn(-c2cccc(OC)c2)c(=O)c2ccccc12 | -3% | 7% | 7% | -6% | -2% | 0.1% | -8% | -1.0% | 0.6%
CCC(C(=O)NC1CCCC1)N(C(=O)Cn1nnc(-c2ccc(C)o2)n1)c1cnc2ccccc2c1 (configuration not stated) | 3% | -11% | 7% | -6% | -4% | -0.8% | -2% | 1.5% | 0.6%
CC(C)Oc1ccc(CNC(=O)CC(c2ccccc2)c2cc(Cl)ccc2O)cc1 (configuration not stated) | 12% | 1% | 18% | 4% | 1% | 1.0% | 9% | -3.4% | -3.6%
N=c1c2ccccc2nnn1-c1ccc(C(F)(F)F)cc1 | 2% | 2% | 8% | -8% | 2% | -0.3% | -10% | 7.2% | 0.3%
Cc1ccc(C(=O)N2CCn3c(C)ccc3C2C)cc1 (configuration not stated) | 4% | -7% | 19% | 5% | 1% | 0.2% | 3% | 11% | 0.1%
O=C(/C=C/c1ccc(Cl)cc1)NC(=S)Nc1ccc(N2CCOCC2)c(Cl)c1 | 11% | -14% | 18% | -3% | -2% | 2.5% | -9% | -0.3% | 2.0%
CCOC(=O)C1CCN(C(=O)COc2ccc([N+](=O)[O-])cc2)CC1 | 4% | 5% | 0% | -16% | 1% | -1.0% | -3% | -1.7% | -1.0%
O=C(CN1C(=O)/C(=C/c2ccccc2)SC1=S)Nc1ncc(Cc2ccccc2)s1 | 4% | -9% | 14% | 3% | 1% | 3.5% | 16% | 0.3% | 0.3%
CCOC(=O)Cc1c(C)nc2cc(-c3ccc(Cl)cc3)[nH]n2c1=O | 4% | -1% | 7% | 14% | -4% | -0.1% | 6% | -2.0% | 1.4%
O=C(NC1CC1)C1CCN(C2CCN(Cc3ccccc3C(F)(F)F)CC2)CC1 | 5% | -10% | 11% | 2% | -4% | 0.2% | 19% | 1.1% | -1.8%
COc1cccc(C(=O)COc2cccc(NC(=O)c3ccco3)c2)c1 | 9% | . | . | 2% | -1% | -0.2% | 6% | -2.4% | 1.2%
COc1ccc2nc(NCc3ccccc3)[nH]c2c1 | 5% | 28% | 10% | -7% | -3% | -0.6% | -6% | 0.9% | 1.8%
Cc1cc(-c2n[nH]c(=S)n2/N=C/c2cccc(O)c2)n[nH]1 | 157µM* | -7% | 19% | 11% | -2% | 0.0%[50 µM] | 8% | -1.4% | -1.6%
COc1ccc(C2(c3ccc(OC)cc3)NC(=O)NC2=O)cc1 | 5% | -3% | 8% | 0% | -7% | 0.2% | -7% | 1.2% | 2.2%
Brc1ccc(OCCOCCOc2cccc3cccnc23)cc1 | 4% | . | . | . | -2% | 0.0% | . | . | ?
CC1CCCCN1C(=O)COC(=O)c1cccc(NS(=O)(=O)c2ccccc2)c1 (configuration not stated) | 1% | 11% | 7% | . | -6% | 0.6%[50 µM] | . | . | 1.4%
COC(=O)c1ccc(C(=O)OC)c(NC(=O)Nc2ccc3c(c2)OCO3)c1 | 0% | -9% | 7% | -2% | -12% | -0.3% | 3% | -0.7% | 1.6%

Fetched one by one from the list above, five records:
SMILES | MgcRacGAP inhibition | Salmonella PhoP GFP | Large T inhibition | GPR35 antagonists | NS5 inhibitors | UTI89 phage lysis | GPR55 LPI antagonism | HIV fusion peptide | RSV antiviral HEp-2 | others
CCCCN(C)C(=O)c1cn(-c2cccc(OC)c2)c(=O)c2ccccc12 | -3% | 7% | 7% | -6% | -2% | 0.1% | -8% | -1.0% | 0.6%
N#Cc1ccccc1Cn1c(=O)oc2ccccc21 | 3% | 1% | -3% | 7% | -6% | -1.1% | -17% | -2.3% | 49%
COc1ccc(CNC(=O)C2CCN(c3nccs3)CC2)cc1 | 6% | 11% | 7% | 12% | -11% | -1.1% | 6% | -2.2% | 0.8%
Fc1ccc(N2CCN(C(c3cccs3)c3nnnn3CCc3ccccc3)CC2)cc1 (configuration not stated) | -2% | -8% | 0% | -7% | -2% | -1.7% | 5% | -1.4% | 3.4%
Cc1ccc(C(=O)OCC(=O)Nc2ccc3c(c2)OCO3)c(O)c1 | 6% | . | . | . | 2% | 1.0%[50 µM] | . | . | 0.5%

From PubChem
